Source: PubChem BioAssay
bIAP inhibitor: bovine intestinal alkaline phosphatase inhibitors, primary screen, selectivity assay for TNAP inhibitor project, biochemical, bovine IAP, CDP-star luminescence; purified bovine IAP, 30 min; inhibition, % at 20 µM; alkaline phosphatase, intestinal [Bos taurus]; 190,000 tested, under 10 active; AID 1019, 2008;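 active means over 50% inhibition of intestinal alkaline phosphatase at 20 µM in the single-dose screen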
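System: Purified bovine intestinal alkaline phosphatase (IAP) enzyme | Input: IAP diluted 1/65,000,000 in the well | Also added: CDP-star chemiluminescent phosphatase substrate, 30 µM final | Dosing: 20 µM single dose | Times: Enzyme reaction for 30 min at room temperature | Detection: Luminescence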
TNAP act hiacc: TNAP activators at high phosphate acceptor level, primary screen, biochemical, luminescence, uHTS. Alkaline phosphatase, tissue-nonspecific isozyme (Homo sapiens), P05186. 200,000 tested, under 10 active. purified TNAP, CDP-star luminescence, 1 M DEA, 30 min; active compounds read high; 0 = EDTA background, 1 = DMSO-only activity. activation factor at 20 µM;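 active means activation factor at least 2 at 20 µM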
Target sequence (P05186 whole entry, looked up): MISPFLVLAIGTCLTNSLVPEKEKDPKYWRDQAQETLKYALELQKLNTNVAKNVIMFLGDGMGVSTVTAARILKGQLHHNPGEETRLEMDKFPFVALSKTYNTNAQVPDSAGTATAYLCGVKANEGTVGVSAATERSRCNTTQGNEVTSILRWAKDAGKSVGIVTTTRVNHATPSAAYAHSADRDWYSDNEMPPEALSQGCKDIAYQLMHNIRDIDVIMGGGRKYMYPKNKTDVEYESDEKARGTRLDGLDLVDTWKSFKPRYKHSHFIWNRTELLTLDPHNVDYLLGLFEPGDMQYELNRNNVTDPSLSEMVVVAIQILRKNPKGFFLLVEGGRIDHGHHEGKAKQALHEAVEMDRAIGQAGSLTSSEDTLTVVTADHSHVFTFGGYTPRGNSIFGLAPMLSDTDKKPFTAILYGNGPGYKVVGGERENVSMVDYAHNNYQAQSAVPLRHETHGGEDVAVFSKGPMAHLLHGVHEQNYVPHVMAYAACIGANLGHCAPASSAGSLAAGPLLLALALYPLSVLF
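system = human TNAP | amount = enzyme diluted 1/800 final | reagent = 100 µM CDP-star substrate | signal = luminescent substrate turnover signal | dosing = one dose, 20 µM | benchmarks = EDTA negative control, DMSO positive control | measure = activation factor | timing = 30 min reaction, room temperature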
Diaph act CS: compounds boosting diaphorase resazurin reduction – biochemical, uHTS, resorufin fluorescence, counter-screen for diaphorase-coupled primary assays, primary screen; hit rate 0.005% among 190,000; Diaphorase/resazurin coupled assay, 16 min; active compounds read high; 1 = vehicle wells, 0 = NADH-free wells; AID 1229, 2008; activation factor at 20 µM;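 active means diaphorase activity raised at least twofold by the compound at 20 µM; inactive means activation factor below 2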
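System – purified diaphorase enzyme from Clostridium kluyveri · Input – enzyme 0.07 U/mL final · Also added – final NADH 0.114 mM, resazurin 0.1 mM · Measured by – fluorescence of resorufin, 544 nm excitation, 590 nm emission · Timing – 16 min enzyme reaction, ambient temperature · Measure – resorufin increase flagging diaphorase activators or reducers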
TNAP inh noacc: human TNAP enzyme inhibitors, primary screen, biochemical, luminescent, no phosphate acceptor, uHTS; purified TNAP, CDP-star luminescence, 30 min; hit rate 0.26% among 200,000; inhibition, % at 20 µM; Alkaline phosphatase, tissue-nonspecific isozyme (Homo sapiens), P05186;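 active means tissue-nonspecific alkaline phosphatase inhibition above about 50% at 20 µM in the single-dose screen, limit read from the data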;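 further: 0% = DMSO negative control and 100% = EDTA positive control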
PMI activator: activators of human PMI, primary screen, biochemical, fluorescence intensity, near-Km mannose 6-phosphate; Mannose-6-phosphate isomerase (Homo sapiens), P34949; AID 1214, 2008; hit rate 0.005% among 190,000; activation factor at 20 µM; purified human PMI, coupled resazurin fluorescence, 20 min; active compounds read high; 1 = vehicle control, 0 substrate-free wells;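 active means activation factor of 2 or more at 20 µM, relative to plate controls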
Target sequence (P34949 whole entry, looked up): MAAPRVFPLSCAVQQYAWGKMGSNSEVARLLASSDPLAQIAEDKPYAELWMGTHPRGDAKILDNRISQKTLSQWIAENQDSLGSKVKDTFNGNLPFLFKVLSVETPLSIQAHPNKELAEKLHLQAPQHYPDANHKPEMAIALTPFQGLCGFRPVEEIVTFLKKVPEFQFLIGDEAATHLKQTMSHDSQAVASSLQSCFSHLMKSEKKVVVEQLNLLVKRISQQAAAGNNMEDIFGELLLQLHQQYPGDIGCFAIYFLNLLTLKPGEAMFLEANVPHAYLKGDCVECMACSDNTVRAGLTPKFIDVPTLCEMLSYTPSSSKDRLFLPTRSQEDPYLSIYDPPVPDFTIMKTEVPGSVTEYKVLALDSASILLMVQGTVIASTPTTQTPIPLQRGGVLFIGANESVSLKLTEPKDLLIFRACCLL
Diaphorase inh: diaphorase inhibitors and chemical oxidizers, primary screen, counter-screen for diaphorase-coupled primary assays, biochemical, uHTS, resorufin fluorescence. diaphorase resazurin-to-resorufin fluorescence, NADH, 16 min; bacterial (C. kluyveri) enzyme, not human. inhibition, % at 20 µM. hit rate 0.69% among 190,000. AID 1217, 2008;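 active means primary screen inhibition at 20 µM above a set limit, cut at about 50% in these data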;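 further: plate controls were DMSO with full reaction for no effect and wells lacking NADH for full effect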
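Assay system: diaphorase enzyme from Clostridium kluyveri; Input: enzyme working solution with 0.14 U/mL diaphorase; Timing: 16 min at room temperature; Technique: resorufin fluorescence, excitation 544 nm, emission 590 nm; Benchmarks: positive control minus NADH, DMSO neutral control.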
Lmaj promast: Leishmania major promastigote growth inhibition, primary screen. Leishmania major promastigotes, resazurin fluorescence viability. hit rate 9% among 200,000. inhibition, % at 10 µM; in the data active means inhibition above about 50%;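 further: promastigotes grown with compound for 44 hours at 28 °C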
bIAP activator: bovine intestinal alkaline phosphatase activators, primary screen, biochemical, bovine IAP, CDP-star luminescence. alkaline phosphatase, intestinal [Bos taurus]. purified bovine IAP, 30 min; active compounds read high; fold of DMSO-control signal, blank-subtracted. activation factor at 20 µM. hit rate 0.17% among 200,000;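 active means activation factor of 2 or more at 20 µM, a signal rise over negative controls twice the positive control's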
PMI act hi M6P: human PMI activators, high substrate, primary screen, biochemical, fluorescence intensity, near-saturating mannose 6-phosphate; activation factor at 20 µM; hit rate 0.34% among 190,000; coupled PMI enzyme assay, resazurin fluorescence, 20 min; active compounds read high; 1 = untreated enzyme, 0 = substrate-free blank; Mannose-6-phosphate isomerase (Homo sapiens), P34949;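 active means activation factor of 2 or more at 20 µM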
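Technique: Diaphorase-driven resazurin-to-resorufin fluorescence, excitation 544, emission 590 nm | Assay system: Human PMI in coupled enzyme assay | Times: Enzyme reaction with compound 20 min at room temperature | Medium: HEPES-buffered pH 7.4 with magnesium and detergent | Reagent: Mannose-6-phosphate 1.0 mM (near-saturating) plus 0.22 mM NADP+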
TNAP inh hi DEA: human TNAP enzyme inhibitors, primary screen, biochemical, luminescent, high phosphate acceptor level, uHTS; purified TNAP, CDP-star luminescence, 1 M DEA; AID 1135, 2008; Alkaline phosphatase, tissue-nonspecific isozyme (Homo sapiens), P05186; hit rate 0.03% among 200,000; inhibition, % at 20 µM;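 active means over 50% inhibition of tissue-nonspecific alkaline phosphatase at 20 µM in the single-dose screen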;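 further: plate controls were DMSO wells for no effect and EDTA-quenched wells as full inhibition for full effect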
* = called active by the depositor.

cpd	smiles	bIAP inhibitor	TNAP act hiacc	Diaph act CS	TNAP inh noacc	PMI activator
1	O=S(=O)(c1ccc2ccccc2c1)N1CCN(C(=S)Nc2ccc(F)cc2)CC1	11	1	0.8	2	0.8
2	O=C(Nc1ccc2[nH]c(=O)[nH]c2c1)Nc1ccc(F)cc1F	-13	1	0.7	-8	0.6
3	COc1cc(NC(=O)C2CCCO2)c(C(=O)O)cc1OC (centres undefined)	-2	1.1	1.1	0	1.1
4	CCN(c1cccc(C)c1)S(=O)(=O)c1cccc(C(=O)O)c1	-2	1	1	-16	1.1
5	CC(C)C1COC(c2cccc3ccccc23)=N1 (centres undefined)	12	1	0.9	-2	1
6	CCn1c(=O)cc(C(=O)OC)sc1=Nc1ccc(F)c(F)c1	1	1	0.8	-8	0.9
7	CCCOc1ccc(-c2c(=O)n(OCc3ccc([N+](=O)[O-])cc3)c3ccccc3[n+]2[O-])cc1	5	1	0.8	-10	0.8
8	CS(=O)(=O)N(CC(=O)Nc1cccc(Cl)c1Cl)c1ccccc1	11	1	0.8	-7	0.9
9	Cc1ccc(S(=O)(=O)N2C=CC(C(F)(F)F)=NCC2)cc1	12	1	0.9	-7	0.9
10	CCCCS(=O)CC(COCc1ccccc1)OC(=O)CSc1nc(C)cc(C)n1 (centres undefined)	-4	1.1	0.8	-6	1.1
11	C/C(=N\Nc1ccc(F)cc1F)c1ccc(F)cc1	2	1	0.9	-10	1.4
12	O=C(COC(=O)Cc1cccc(C(F)(F)F)c1)Nc1ccc2c(c1)OCCO2	13	1.1	0.9	-3	1.1

cpd	Diaphorase inh	Lmaj promast	bIAP activator	PMI act hi M6P	TNAP inh hi DEA
1	23	2	0.9	1	-3
2	34	1	1.1	0.4	0
3	-12	-7	1	1.2	-9
4	-3	-10	1	1.2	0
5	7	-5	0.9	0.9	-2
6	24	86*	1	0.9	-5
7	19	-2	0.9	0.9	-2
8	19	4	0.9	0.9	-4
9	10	-4	0.9	1	0
10	16	10	1	1.1	-10
11	9	-9	1	2.4*	-4
12	5	65*	0.9	1	-5

Further structures.
cpd	smiles	bIAP inhibitor	TNAP act hiacc	Diaph act CS	TNAP inh noacc	PMI activator
13	O=C(NNC(=S)Nc1cccc(C(F)(F)F)c1)c1ccc(Cl)cc1Cl	-2	1	0.9	-25	1.1
14	O=C(Nc1nc(-c2nc3ccccc3s2)cs1)c1ccco1	4	1.1	1.2	-10	1.2
15	CCC(C)(C)n1nnnc1C(c1ccncc1)N1CCC(Cc2ccccc2)CC1 (centres undefined)	-4	1	0.9	-3	0.9
16	CCOC(=O)Nc1ccc2c(c1)N(C(=O)CCN1CCN3CCCC3C1)c1ccccc1CC2 (centres undefined)	-9	1	0.9	-6	1.1
17	CCOC(=O)C(NC(=O)c1ccc(OC)cc1)(Nc1cc(C)on1)C(F)(F)F (centres undefined)	15	1	0.9	-8	1
18	Cc1cc2cc(CCNS(C)(=O)=O)c(=O)[nH]c2cc1C	0	1.1	0.9	-8	0.9
19	Cc1cc(N/C=C\C(=O)c2ccc(Cl)c(Cl)c2)no1	14	1	1	-7	0.9
20	Cc1noc(C)c1CS(=O)(=O)c1ccc([N+](=O)[O-])cc1	-9	1	1.1	-8	1
21	O=C(Nc1ccon1)c1ccc(S(=O)(=O)N2CCCCCC2)cc1	9	1	0.9	-14	0.9
22	CCSc1ccccc1C(=O)n1nnc2ccccc21	4	1	0.8	-9	0.9
23	CN1CC[n+]2cnc3ccccc3c21	1	1.1	1.2	-3	0.8
24	COc1ccccc1NS(=O)(=O)c1ccc(Cl)c(NC(=S)NC(=O)C2CCCC2)c1	11	1	0.7	-7	0.9

cpd	Diaphorase inh	Lmaj promast	bIAP activator	PMI act hi M6P	TNAP inh hi DEA
13	14	-4	1	1.2	-4
14	-21	-8	1	1.2	-5
15	11	91*	1	0.9	-3
16	8	21	1.1	1.2	-1
17	10	10	0.8	1	-1
18	15	6	1	0.9	-5
19	-5	0	0.9	1	-4
20	-13	4	1.1	1	-4
21	13	-4	0.9	0.9	-3
22	22	-8	1	0.9	-1
23	-17	0	1	0.9	-6
24	25	27	0.9	0.9	-2

More records:
cpd	smiles	bIAP inhibitor	TNAP act hiacc	Diaph act CS	TNAP inh noacc	PMI activator
25	C=C(CCC(=O)c1ccccc1)C(=O)c1ccccc1	-56	1	0.9	-2	0.9
26	Cc1ccc(NC(=O)ON=C2CCCC2)cc1	29	1	0.8	-7	0.8
27	CC(=O)N1CN(C2CC(C)(C)NC(C)(C)C2)Cc2c1sc1c2CCCC1	12	1.1	0.8	-9	1
28	CC(C)CCN1CCN(Cc2cnc(-c3ccccc3)s2)CC1CCO (centres undefined)	-2	1	1	-5	1
29	N/C(Cc1cccc2ccccc12)=N\OC(=O)c1ccc2c(c1)OCO2	1	1.1	0.9	-10	1
30	CCN(CC)c1ccc(NC(=O)c2cc(Cl)ccc2OC)cc1	23	1	0.8	-6	0.8
31	CCCCCOc1ccc(Br)cc1/C(C)=N/NC1=NCCN1	17	1	1.1	-3	1.1
32	Cc1ccc(NC(=O)c2cc(N3CCOCC3)nc3ccccc23)cc1	-5	1	0.8	-9	1
33	C=CCn1c(N)c(C(=O)OC(C)(C)C)c2nc3ccccc3nc21	3	1	0.8	-7	0.9
34	Clc1ccc(OCCCn2ccnc2)c(Br)c1	28	1	0.9	-11	1.1
35	COC(=O)CN1C(=O)C(C)(C)Oc2ccc(C(=O)NC3CC3)cc21	-7	1.1	1	-8	0.9
36	CCCCN1C(=O)C(O)=C(C(C)=O)C1c1ccccc1 (centres undefined)	13	1.1	0.8	-5	1.1

cpd	Diaphorase inh	Lmaj promast	bIAP activator	PMI act hi M6P	TNAP inh hi DEA
25	12	100*	1.6	1	4
26	18	84*	0.7	0.9	-3
27	17	3	0.9	0.9	-6
28	-2	88*	1	0.9	0
29	7	1	1	0.9	-9
30	24	99*	0.8	0.9	-3
31	-15	100*	0.8	1	-3
32	16	5	1.1	1	4
33	25	26	1	1	-1
34	10	95*	0.7	1	-3
35	1	-5	1.1	1	-5
36	15	-6	0.9	1.1	-5

Following part.
cpd	smiles	bIAP inhibitor	TNAP act hiacc	Diaph act CS	TNAP inh noacc	PMI activator
37	C[C@H](NC(=O)c1nc[nH]c1C(=O)NCCCCCNC(=O)OC(C)(C)C)C(=O)OC(C)(C)C	-21	0.9	1	-1	1
38	Cc1ccc(-n2cc(CN3CCNC(=O)CC3)c(-c3cccc(C)c3)n2)cc1	-7	1	0.9	-5	0.9
39	O=C(NNC(=S)Nc1ccc(F)c(Cl)c1)C1CC1	-1	1.1	0.9	-135	1
40	O=C1C=C(Nc2ccc(Cl)cc2Cl)CC(c2ccco2)C1 (centres undefined)	-10	1	0.9	-9	1.1
41	Cc1ccccc1C(=O)Oc1ccc(Sc2ccc(O)cc2)cc1	46	1	0.8	-2	0.8
42	COc1cccc(/C=N/NC(=O)C(C)n2nnc3ccccc32)c1 (centres undefined)	1	1	0.9	-2	1
43	O=C(NCc1cccnc1)c1sc2cc(Cl)ccc2c1Cl	1	1	1	12	1.1
44	O=C(CCCCCCCC(=O)NCC1CCCO1)NCC1CCCO1 (centres undefined)	9	1	1	-5	1.2

cpd	Diaphorase inh	Lmaj promast	bIAP activator	PMI act hi M6P	TNAP inh hi DEA
37	-1	10	1.2	1.1	5
38	12	15	1.1	0.9	-4
39	14	5	1	1	-10
40	10	0	1.1	0.9	-3
41	19	54*	0.5	0.9	2
42	10	-4	1	0.9	-3
43	1	82*	1	1	-4
44	-4	-3	0.9	1.1	0

Three entries from above, reformatted:
#	SMILES	bIAP inhibitor	TNAP act hiacc	Diaph act CS	TNAP inh noacc	PMI activator	Diaphorase inh	Lmaj promast	bIAP activator	PMI act hi M6P	TNAP inh hi DEA
39	O=C(NNC(=S)Nc1ccc(F)c(Cl)c1)C1CC1	-1	1.1	0.9	-135	1	14	5	1	1	-10
40	O=C1C=C(Nc2ccc(Cl)cc2Cl)CC(c2ccco2)C1 (centres undefined)	-10	1	0.9	-9	1.1	10	0	1.1	0.9	-3
41	Cc1ccccc1C(=O)Oc1ccc(Sc2ccc(O)cc2)cc1	46	1	0.8	-2	0.8	19	54*	0.5	0.9	2
